AGP1 TOR yeast: modulators of TOR pathway AGP1-GFP in S. cerevisiae. GFP response vs DMSO, % at 10 µM. S. cerevisiae AGP1-GFP multiplex flow cytometry, 3 h; GFP as percent of DMSO wells. 320,000 compounds, 0.02% hits;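 active = GFP response relative to DMSO above a set limit, near screen average plus 3 SD, cut at about 150% in these data; inconclusive = fewer than 70 cells counted for the yeast strain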;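 note: median GFP channel fluorescence of the gated AGP1 strain per well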
MEP2-GFP yeast: alters MEP2-GFP fluorescence in TOR pathway yeast screen | 330,000 compounds, 0.51% hits | GFP response vs DMSO, % at 10 µM | S. cerevisiae MEP2-GFP strain, flow cytometry GFP, 3 h; 100% = DMSO control level;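 active = GFP response versus DMSO above a set limit, roughly screen mean plus 3 SD, cut at about 180% in these data; inconclusive = fewer than 70 cells counted for a yeast strain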;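 note: median GFP fluorescence of the barcode-gated MEP2-GFP cells per well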
AHR act: human AHR activation; P35869; AHR-responsive luciferase reporter cells, luminescence; activation, % at 5 µM; 320,000 compounds, 2.5% hits; in the data active = activation above about 47%;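 note: 0% = vehicle wells and 100% = reference agonist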
Target sequence (P35869 whole entry, looked up): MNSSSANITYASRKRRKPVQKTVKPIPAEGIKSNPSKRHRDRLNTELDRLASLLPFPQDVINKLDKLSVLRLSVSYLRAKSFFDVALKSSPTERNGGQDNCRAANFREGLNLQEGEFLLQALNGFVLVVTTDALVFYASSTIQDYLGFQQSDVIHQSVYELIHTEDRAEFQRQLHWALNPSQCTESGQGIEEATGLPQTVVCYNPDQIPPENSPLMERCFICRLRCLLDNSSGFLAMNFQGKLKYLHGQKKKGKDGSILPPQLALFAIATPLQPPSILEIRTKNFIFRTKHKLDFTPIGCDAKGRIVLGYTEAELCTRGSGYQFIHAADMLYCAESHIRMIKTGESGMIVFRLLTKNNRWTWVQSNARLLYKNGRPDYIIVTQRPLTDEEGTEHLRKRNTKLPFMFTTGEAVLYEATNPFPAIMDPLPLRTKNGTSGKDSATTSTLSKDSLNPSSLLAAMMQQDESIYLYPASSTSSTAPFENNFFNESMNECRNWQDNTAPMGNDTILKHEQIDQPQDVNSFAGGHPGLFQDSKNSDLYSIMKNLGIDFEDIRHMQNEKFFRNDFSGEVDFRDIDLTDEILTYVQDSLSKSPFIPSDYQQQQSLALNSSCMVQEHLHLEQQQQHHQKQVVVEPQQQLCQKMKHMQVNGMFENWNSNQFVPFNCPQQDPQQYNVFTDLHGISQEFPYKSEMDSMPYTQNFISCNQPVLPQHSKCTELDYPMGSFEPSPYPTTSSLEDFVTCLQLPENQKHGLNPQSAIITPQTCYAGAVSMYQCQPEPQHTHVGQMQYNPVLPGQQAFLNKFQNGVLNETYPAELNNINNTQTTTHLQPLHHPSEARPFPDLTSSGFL
Yeast superoxide: caloric restriction mimetics inhibiting age-related superoxide in yeast. S. cerevisiae aged cells, superoxide DHE fluorescence; stronger effect = lower value. superoxide response (% of plate mean), % at 10 µM. 330,000 compounds, 0.18% hits. AID 2690;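 active = superoxide response under a set limit, about three screen SD below normal, cut at about 65% in these data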;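 note: yeast aged for seven days with compound at 30 °C before DHE staining; 100% = average MFI of all compound-treated wells on the plate with controls excluded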
CIT2-GFP yeast: modulators of TOR pathway CIT2-GFP in S. cerevisiae. S. cerevisiae CIT2-GFP strain, flow cytometry, 3 h; 100 means same as DMSO wells. 320,000 compounds, 0.065% hits. GFP response vs DMSO, % at 10 µM. AID 2029;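 active = GFP response relative to DMSO above a set limit, near the screen mean plus 3 SD, cut at about 150% in these data; inconclusive = Fewer than 70 cells measured for a yeast strain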;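 note: ratio of well median GFP fluorescence to mean of DMSO wells on the plate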
RPL19A-GFP yeast: modulators of TOR pathway RPL19A-GFP in S. cerevisiae. S. cerevisiae RPL19A-GFP strain, flow cytometry, 3 h; stronger effect = lower value. percent response vs DMSO, % at 10 µM. 330,000 compounds, 0.3% hits. AID 2025;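 active = percent response vs DMSO below 50%; inconclusive = fewer than 70 events counted for the yeast strain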;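 note: median channel GFP fluorescence of the barcoded RPL19A-GFP strain; ratio of sample median GFP to plate DMSO average so 100% = DMSO; lower means less RPL19A-GFP as with rapamycin TOR inhibition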
Efflux pump inh: blocks antifungal efflux pumps in multiplex yeast assay; S. cerevisiae Candida pump triplex, Nile Red efflux; inhibition, % at 10 µM; 330,000 compounds, 0.44% hits; AID 485275;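 active = plate passing quality check with inhibition over a set limit, or well fluorescence over plate mean plus 4 SD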;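 note: Nile Red retained in pooled yeast measured as flow cytometry median fluorescence; 0% = buffer negative control and 100% = Enniatin B positive control; higher means more Nile Red kept so more efflux inhibition; some compounds called inactive have numbers as strong as hits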
LAP4 TOR yeast: yeast TOR pathway LAP4-GFP modulation; S. cerevisiae LAP4-GFP multiplex, flow cytometry GFP, 3 h; median GFP as percent of DMSO wells; GFP response vs DMSO, % at 10 µM; 320,000 compounds, 0.34% hits; AID 2023;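 active = GFP response vs DMSO above a set limit, about the screen mean plus 3 SD, cut at about 150% in these data; inconclusive = under 70 cell events counted for the yeast strain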
Active calls of the source: *; ? = inconclusive; . = no result given; [ ] = dose if it differs, or a comment.

SMILES	AGP1 TOR yeast	MEP2-GFP yeast	AHR act	Yeast superoxide	CIT2-GFP yeast	RPL19A-GFP yeast	Efflux pump inh	LAP4 TOR yeast
CCOC(=O)c1cc[n+](CC(=O)c2ccc(F)cc2)cc1	88	87	0	101	87	96	3.5	80
COc1ccccc1N1CCc2c(C)nc3c(OC)cccc3c21	111	112	-6	104	113	103	0.1	100
O=C(CCn1c(=O)c2sccc2n(CC(=O)OCc2ccccc2)c1=O)NCc1ccccc1	98	106	-2	82	99	99	0.0	96
CC1(C)CNC(=O)c2sc(NC(=O)c3ccccc3)nc2C1	98	95	22	103	87	98	0.2	104
CCCOc1cccc(C(=O)N/N=C/c2coc3ccccc3c2=O)c1	90	101	.	114	89	109	0.0	76
Cc1ccc(S(=O)(=O)N2CCC3(CC2)CC(=O)c2ccccc2O3)cc1	107	99	2	93	96	101	-0.2	118
COCCn1nnnc1C(c1cc2cc(C)cc(C)c2[nH]c1=O)N1CCN(c2ccccc2F)CC1 (configuration not stated)	102	107	2	105	97	99	0.0	96
O=C(Cc1ccc(F)cc1)N1CCC(N2CCC(C(=O)N3CCOCC3)CC2)CC1	109	104	1	105	103	96	0.0	107
CC(=O)c1csc(CS(=O)(=O)c2ccccn2)n1	106	97	-1	106	93	98	0.0	104
Cn1c(=O)cc(SCC(=O)NCCCN2CCOCC2)c2ccccc21	95	92	2	98	97	96	-0.1	93
O=C(Nc1cc(F)c(Br)cc1F)c1ccc(Cl)cc1	139	260*	83*	105	126	78	0.0	154*
C#CCOCCOCCOCCNc1nc(N2CCN(C(=O)[C@H](Cc3ccc(O)cc3)n3cc(CCO)nn3)CC2)nc(N2CCN(C(=O)[C@H](Cc3ccc(O)cc3)n3cc(CCO)nn3)CC2)n1	86	95	-1	98	88	96	0.2	100
CCN1CCN(c2cc(C)c3cc(NC(=O)CCC(=O)Nc4ccc(OC)c(OC)c4)ccc3n2)CC1	100	114	2	97	101	107	0.1	95
Cc1occc1C(=O)NNC(=O)Cc1ccccc1	93	95	0	89	95	98	0.0	100
Cc1nn(-c2ccccc2)c(C)c1C(=O)NCc1ccc(F)cc1	112	114	-3	73	107	105	-0.1	105
O=[N+]([O-])c1ccccc1OC/C(=N\O)c1ccccc1	98	106	27	96	108	109	-0.2	97
COc1ccc(-n2ncc(C(C)NS(=O)(=O)c3cccs3)c2C)cc1 (configuration not stated)	89	105	8	94	98	102	0.1	91
Cc1cc(NC(=O)CSc2ncn(-c3ccccc3)n2)no1	104	97	6	113	93	97	0.1	102
Cc1ccc(NC(=S)NNC(=O)CCn2cc(C)cn2)cc1	104	101	-1	88	98	98	-0.1	106
Cc1ccc(N(Cc2ccco2)C(=O)c2cccc(S(=O)(=O)N(C)C)c2)cc1	96	97	0	101	96	95	-0.1	96
Cc1ccc(SCC2(O)CCN(C(=O)c3ccc(Cl)cc3)CC2)cc1	104	107	5	99	112	104	-0.2	111
COc1ccccc1NC(=O)C(C)Sc1nnc2ccccn12 (configuration not stated)	102	101	2	117	100	98	-0.1	106
Cc1nc(NC(=O)COC(=O)CCc2nc3ccccc3s2)c(Cl)cc1Cl	105	106	3	94	99	112	0.1	110
O=C(O)COc1ccc(S(=O)(=O)c2ccc(OCC(=O)O)cc2)cc1	101	100	-2	91	98	99	0.0	96
CN(CC(=O)Nc1ccccc1Br)C(=O)CNC(=O)C1CCCCC1	105	103	1	169	106	98	0.1	95
O=C(NCc1ccccc1Cl)c1cnccc1C(F)(F)F	99	93	-1	104	98	98	-0.1	101
COc1ccccc1-c1coc2cc(OC(=O)N3CCOCC3)ccc2c1=O	110	105	-7	113	95	103	0.0	117
O=C(NCCc1ccccc1)C1CCCN1C(=O)Nc1ccc(Cl)cc1 (configuration not stated)	93	107	0	108	100	100	0.2	85
O=C1c2[nH]nc(-c3ccccc3O)c2C(c2cccc(Cl)c2)N1CC1CCCO1 (configuration not stated)	95	93	27	97	97	94	-0.1	94
O=C(Nc1sc2c(c1C(=O)O)CCCC2)c1ccccc1Cl	98	122	1	146	115	113	-0.2	87
CC(C)CNc1nc(N)c([N+](=O)[O-])c(NCC2CCCO2)n1 (configuration not stated)	100	109	3	103	93	103	0.0	87
CCOC(=O)CNc1nc(Cl)nc(NC(C)(C)C)n1	100	98	0	101	106	98	-0.1	96
Cc1c(NC(=O)COc2ccc3ccc(=O)oc3c2)c(=O)n(-c2ccccc2)n1C	97	93	2	108	88	94	0.1	100
O=C(c1ccccc1)c1ccc2nc(Nc3ccccc3)c3nncn3c2c1	101	95	-7	98	100	99	0.0	108
COc1ccc(N2C(=O)C3ON(C4SC(=S)N(C)C4(C)C)C(c4ccc([N+](=O)[O-])cc4)C3C2=O)cc1 (configuration not stated)	108	104	2	111	104	101	0.2	99
Cn1cnnc1SCC(=O)Nc1cccc(S(=O)(=O)N2CCOCC2)c1	96	91	-1	108	100	96	0.1	98
CCC(Sc1nc2ccccc2c(=O)n1CC1CCCO1)C(=O)NCc1cccnc1 (configuration not stated)	100	101	1	102	81	100	-0.1	90
COc1ccccc1CC(=O)Nc1ccc(S(=O)(=O)N2CCCCC2)cc1	101	106	-1	87	102	102	-0.2	103
COc1ccc2oc(C(=O)N3CCN(S(=O)(=O)c4cccc([N+](=O)[O-])c4)CC3)c(C)c2c1	99	107	-1	110	103	102	0.0	101
O=C(O)c1sccc1SCc1ccc(Cl)cc1Cl	103	104	16	113	102	97	-0.2	91
CCOC(=O)C(O)(CC(=O)Nc1cc(F)ccc1C)C(F)(F)F (configuration not stated)	112	100	-2	100	108	106	0.0	93
Cc1oc(C(C)(C)C)cc1-c1cc(NC(=O)c2ccc([N+](=O)[O-])cc2)n[nH]1	97	98	37	99	99	95	-0.2	108
O=C(O)CC1C(=O)NCCN1Cc1ccc(F)c(F)c1 (configuration not stated)	108	108	-1	91	113	111	-0.1	106
COC(=O)c1ccccc1C(=O)N1CCOCCOCCOCC1	90	97	0	94	89	91	0.0	94
COc1ccccc1N1C(=O)c2ccccc2NC1C(OC)OC (configuration not stated)	104	105	0	99	96	97	0.0	90
Cc1ccc(Cn2ccc(NC(=O)c3nc4ncccn4n3)n2)cc1	100	100	8	108	97	100	0.1	103
COc1ccc(N2CCN(S(=O)(=O)c3cccc(C(F)(F)F)c3)CC2)cc1	93	93	1	97	103	101	0.0	85
CCCCn1c(N)c(N(CCC(C)C)C(=O)C2=NN(c3cc(C)ccc3C)C(=O)CC2)c(=O)[nH]c1=O	113	104	0	107	116	108	-0.1	108
S=C(NCCN1CCOCC1)Nc1cccc2ccccc12	98	97	14	90	102	105	0.5	92
COc1ccccc1CNc1nc2nc(C)cc(=O)n2[nH]1	98	92	0	98	95	96	0.0	85
The results go on.
SMILES	AGP1 TOR yeast	MEP2-GFP yeast	AHR act	Yeast superoxide	CIT2-GFP yeast	RPL19A-GFP yeast	Efflux pump inh	LAP4 TOR yeast
CC1(C)Cc2c(sc3nc(SCC(=O)O)nc(N)c23)CO1	105	114	-1	100	111	108	-0.1	101
Cc1ccccc1NC(=O)NC1(C(=O)N2CCOCC2)CCCCC1	95	90	-1	99	90	91	0.1	99
NC(=O)CSc1oc(-c2ccco2)nc1S(=O)(=O)c1ccc(Cl)cc1	100	102	0	95	94	99	-0.1	115
CCCCc1ncc(CN2CCN(Cc3ccc(C)cc3)C(CCO)C2)[nH]1 (configuration not stated)	110	109	1	97	104	105	-0.1	101
CCCCn1c(N)c(N(CC)C(=O)C2CCN(C(=O)c3ccccc3C)CC2)c(=O)[nH]c1=O	114	110	1	103	106	107	-0.1	110
CCn1cc(S(=O)(=O)CC(=O)Nc2ccc3c(c2)OCCO3)c2ccccc21	?	226*[may fluoresce violet]	5	86	?	23*[may fluoresce violet]	-0.3	84[may fluoresce violet]
CC1CCCN(C(=O)Cn2nnc(-c3ccc(F)cc3)n2)C1 (configuration not stated)	101	106	0	99	103	102	0.3	94
CCCCN1CCNC1=S	110	109	5	92	103	102	-0.1	.
C=CCn1c(=O)c(C(=O)Nc2ccccc2O)c(O)c2ccccc21	96	102	63*	103	98	97	-0.1	97
O=C(Nc1cccc(O)c1)N1CCOCC1	98	101	-1	106	99	97	0.0	94

Some of these compounds in order of the LAP4 TOR yeast value, highest first.
structure	AGP1 TOR yeast	MEP2-GFP yeast	AHR act	CIT2-GFP yeast	RPL19A-GFP yeast	Efflux pump inh	LAP4 TOR yeast
CC1(C)Cc2c(sc3nc(SCC(=O)O)nc(N)c23)CO1	105	114	-1	111	108	-0.1	101
Cc1ccccc1NC(=O)NC1(C(=O)N2CCOCC2)CCCCC1	95	90	-1	90	91	0.1	99
CC1CCCN(C(=O)Cn2nnc(-c3ccc(F)cc3)n2)C1 (configuration not stated)	101	106	0	103	102	0.3	94

Next section:
SMILES	AGP1 TOR yeast	MEP2-GFP yeast	AHR act	Yeast superoxide	CIT2-GFP yeast	RPL19A-GFP yeast	Efflux pump inh	LAP4 TOR yeast
COCCN(C(=O)CSc1nnc(-c2ccccc2OC)o1)c1c(N)n(CC(C)C)c(=O)[nH]c1=O	98	89	11	94	84	88	0.0	97
CC(C)(C)NC(=O)CN(Cc1ccco1)C(=O)CCC(=O)Nc1nccs1	103	107	0	87	101	102	-0.1	97
CC(C)c1ccc(CNc2ncc(Br)cn2)cc1	95	109	0	86	103	103	-0.3	98
S=C(Nc1ccccc1Cl)N(Cc1ccccc1)Cc1cccnc1	102	112	7	85	110	105	0.1	101
O=C(NC1CC1)c1ccc(NS(=O)(=O)c2ccccc2)cc1	94	99	3	89	.	106	0.1	82
COc1ccc(CN2C(=O)C(Cc3ccccc3)Nc3ncnc(N4CCN(c5ccccc5)CC4)c32)cc1 (configuration not stated)	85	95	3	106	85	96	0.5	128
CS(=O)(=O)N1CCC(C(=O)Nc2cccc(C(F)(F)F)c2)CC1	103	93	17	97	103	101	0.2	99
CC(C)c1nc2n[nH]c(N)c2c2c1CCC2	104	104	7	110	103	100	0.0	103
CCC(C)NC(=O)c1cc2c(=O)[nH]c3ccc(C)cc3c2s1 (configuration not stated)	100	102	1	98	98	100	0.0	98
CCC1CCCCN1C(=O)COc1ccc(S(=O)(=O)N2CCOCC2)cc1Cl (configuration not stated)	100	105	-1	98	103	100	-0.1	99
CCCc1ccc2oc(C(=O)N3CCN(C4CCS(=O)(=O)C4)CC3)c(C)c2c1 (configuration not stated)	100	111	0	104	99	97	0.0	89
COc1ccc(OCCSc2ccc(S(=O)(=O)N3CCCC3)cn2)cc1	89	92	-1	122	92	92	0.2	95
Cc1ccc(-c2cc(N)n(-c3ccc(F)cc3)n2)cc1	17[may fluoresce violet]	174[may fluoresce violet]	19	103	?	61[may fluoresce violet]	0.1	97[may fluoresce violet]
COc1ccc(NC(=O)Cc2ccc(C)cc2)c([N+](=O)[O-])c1	89	91	11	99	74	94	0.0	97
Cc1ccc(OCCOc2cccc(Br)c2)c([N+](=O)[O-])n1	94	101	1	83	84	98	5.0	98
O=C(NC(Cc1c[nH]c2ccccc12)C(=O)O)c1ccc(Br)cc1 (configuration not stated)	98	100	0	101	98	96	0.2	104
Cc1ccc(C)n1-c1ccc(-n2cnnn2)cc1	104	104	-2	110	90	103	0.1	100
COc1ccc(CNC(=O)c2ccncc2)cc1	95	108	5	110	94	110	0.2	76
Cc1ccc(N(CC(=O)NCC2CCCO2)C(=O)Cn2nnc(-c3cccs3)n2)cc1 (configuration not stated)	99	98	0	85	104	95	-0.1	97
Cc1ccc(C2=[N+]([O-])C(C)(C)N(O)C2(C)C)cc1	100	106	4	109	102	102	0.2	96
COc1ccc(NCc2ccsc2)cc1	90	93	1	99	90	95	0.0	87
Cc1cc(Oc2nc3c(C)cccn3c(=O)c2/C=C(\C#N)S(=O)(=O)c2ccc(Cl)cc2)ccc1Cl	102	112	0	94	103	106	0.1	104

Screening data as filed in PubChem BioAssay.
